Screens as filed in PubChem.
Pf apPOL inh – Pf-apPOL DNA polymerase inhibition; Recombinant Pf-apPOL, molecular beacon fluorescence, 1.5 h; inhibition, % at 10 µM; actives 0.25% (n = 210,000); AID 1794808
mHTT CaM bind – inhibitors of human mutant huntingtin-calmodulin interaction. actives 3.6% (n = 190,000). inhibition, % at 15 µM. P42858. AlphaScreen His-mHTT/GST-CaM binding, luminescence;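 also: 0% = both proteins with DMSO and 100% = one protein alone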
Target sequence (P42858 whole entry, looked up, stated change not applied): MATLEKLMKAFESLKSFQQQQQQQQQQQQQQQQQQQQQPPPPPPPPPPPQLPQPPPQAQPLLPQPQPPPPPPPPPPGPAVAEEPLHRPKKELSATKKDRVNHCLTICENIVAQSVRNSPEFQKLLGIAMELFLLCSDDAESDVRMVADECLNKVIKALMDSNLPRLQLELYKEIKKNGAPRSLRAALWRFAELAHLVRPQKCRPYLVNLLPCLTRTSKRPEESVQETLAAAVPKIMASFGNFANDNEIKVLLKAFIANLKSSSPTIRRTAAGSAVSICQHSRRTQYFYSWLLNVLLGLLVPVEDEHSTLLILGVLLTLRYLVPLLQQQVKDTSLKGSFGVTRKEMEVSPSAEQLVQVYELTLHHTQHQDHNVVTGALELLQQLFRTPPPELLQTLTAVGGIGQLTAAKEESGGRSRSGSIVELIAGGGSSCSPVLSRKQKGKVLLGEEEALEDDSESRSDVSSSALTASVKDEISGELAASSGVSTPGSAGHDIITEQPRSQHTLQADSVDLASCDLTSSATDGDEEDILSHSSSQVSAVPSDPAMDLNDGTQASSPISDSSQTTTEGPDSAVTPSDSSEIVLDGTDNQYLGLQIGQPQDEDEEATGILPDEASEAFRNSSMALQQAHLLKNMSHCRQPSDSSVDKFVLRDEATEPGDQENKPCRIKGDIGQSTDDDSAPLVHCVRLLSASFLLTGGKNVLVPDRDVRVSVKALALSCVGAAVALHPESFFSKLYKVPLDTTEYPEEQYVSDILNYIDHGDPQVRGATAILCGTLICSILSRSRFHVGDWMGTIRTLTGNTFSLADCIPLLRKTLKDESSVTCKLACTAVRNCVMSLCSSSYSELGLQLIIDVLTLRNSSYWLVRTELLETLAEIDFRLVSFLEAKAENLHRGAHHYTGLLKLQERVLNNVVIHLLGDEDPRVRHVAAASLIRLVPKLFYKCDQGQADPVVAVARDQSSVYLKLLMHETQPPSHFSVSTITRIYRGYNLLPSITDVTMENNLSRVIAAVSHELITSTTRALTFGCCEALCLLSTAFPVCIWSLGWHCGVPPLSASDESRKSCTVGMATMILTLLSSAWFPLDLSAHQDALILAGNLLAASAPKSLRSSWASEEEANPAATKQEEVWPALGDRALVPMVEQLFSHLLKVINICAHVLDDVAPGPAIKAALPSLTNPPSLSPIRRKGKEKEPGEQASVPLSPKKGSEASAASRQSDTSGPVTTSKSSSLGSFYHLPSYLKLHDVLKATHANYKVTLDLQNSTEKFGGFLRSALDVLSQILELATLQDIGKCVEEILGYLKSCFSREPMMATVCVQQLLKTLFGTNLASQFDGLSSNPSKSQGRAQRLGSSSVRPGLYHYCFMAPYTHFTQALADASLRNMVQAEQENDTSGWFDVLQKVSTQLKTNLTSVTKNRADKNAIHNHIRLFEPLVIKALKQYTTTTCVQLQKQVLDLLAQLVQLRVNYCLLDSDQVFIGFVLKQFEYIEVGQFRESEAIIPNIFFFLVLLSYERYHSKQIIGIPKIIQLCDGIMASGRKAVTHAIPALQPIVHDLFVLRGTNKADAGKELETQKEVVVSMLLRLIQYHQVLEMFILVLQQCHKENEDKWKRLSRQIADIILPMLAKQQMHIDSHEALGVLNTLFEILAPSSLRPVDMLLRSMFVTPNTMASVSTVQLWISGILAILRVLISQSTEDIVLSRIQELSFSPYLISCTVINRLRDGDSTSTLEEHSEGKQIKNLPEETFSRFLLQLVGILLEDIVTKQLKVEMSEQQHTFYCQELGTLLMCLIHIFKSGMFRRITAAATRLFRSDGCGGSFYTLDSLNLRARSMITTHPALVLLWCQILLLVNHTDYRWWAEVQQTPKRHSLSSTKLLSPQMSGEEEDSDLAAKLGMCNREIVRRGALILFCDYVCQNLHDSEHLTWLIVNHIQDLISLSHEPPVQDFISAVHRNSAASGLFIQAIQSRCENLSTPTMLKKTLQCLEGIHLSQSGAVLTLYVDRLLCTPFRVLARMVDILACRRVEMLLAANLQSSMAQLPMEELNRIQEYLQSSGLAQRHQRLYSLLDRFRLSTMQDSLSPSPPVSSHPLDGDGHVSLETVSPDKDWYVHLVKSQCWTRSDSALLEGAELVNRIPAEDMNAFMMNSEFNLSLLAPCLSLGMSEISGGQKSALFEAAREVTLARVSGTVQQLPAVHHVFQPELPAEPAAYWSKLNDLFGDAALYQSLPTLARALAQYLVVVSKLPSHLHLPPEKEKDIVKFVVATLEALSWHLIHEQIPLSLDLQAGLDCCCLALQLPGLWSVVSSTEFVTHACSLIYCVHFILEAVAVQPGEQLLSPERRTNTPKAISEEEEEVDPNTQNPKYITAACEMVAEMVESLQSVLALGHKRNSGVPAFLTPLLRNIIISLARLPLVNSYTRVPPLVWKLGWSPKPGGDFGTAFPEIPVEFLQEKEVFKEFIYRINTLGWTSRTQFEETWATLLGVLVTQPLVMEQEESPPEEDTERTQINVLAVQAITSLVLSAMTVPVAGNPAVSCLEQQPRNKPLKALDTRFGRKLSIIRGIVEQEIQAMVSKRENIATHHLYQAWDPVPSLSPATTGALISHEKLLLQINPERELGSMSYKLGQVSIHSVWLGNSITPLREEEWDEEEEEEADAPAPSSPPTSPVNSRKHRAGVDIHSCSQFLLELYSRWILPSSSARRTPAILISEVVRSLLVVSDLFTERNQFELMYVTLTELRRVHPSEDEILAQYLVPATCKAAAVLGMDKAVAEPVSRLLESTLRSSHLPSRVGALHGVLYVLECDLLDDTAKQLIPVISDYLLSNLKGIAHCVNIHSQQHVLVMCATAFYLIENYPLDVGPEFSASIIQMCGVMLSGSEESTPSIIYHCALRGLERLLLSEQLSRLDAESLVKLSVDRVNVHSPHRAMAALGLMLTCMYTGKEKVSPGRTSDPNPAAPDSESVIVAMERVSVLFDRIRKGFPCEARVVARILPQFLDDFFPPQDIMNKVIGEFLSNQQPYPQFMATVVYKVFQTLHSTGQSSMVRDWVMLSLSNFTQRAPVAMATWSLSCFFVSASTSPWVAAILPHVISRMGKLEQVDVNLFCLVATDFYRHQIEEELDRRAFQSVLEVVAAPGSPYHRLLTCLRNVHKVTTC
* marks the source's active call; other numbers are inactive results; . = no result given; & = joins results of further samples. Rule as the data show it: active = inhibition above about 50%; inactive = the rest.

SMILES	Pf apPOL inh	mHTT CaM bind
O=C(C=Cc1ccc2ccccc2n1)c1ccc(O)cc1	-8.4	6.5
COc1ccccc1NC(=O)C1CC2c3ccccc3C1c1ccccc12 (stereo not drawn)	-5.2	-10.1
C=CCNc1nc(N)c(C(C)=O)s1	.	0.0
Cc1nc(-c2cc(C#N)c(Sc3ccccc3)nc2C)cs1	-2.8	.
Cc1ccc(-c2nnc3ccc(SCC(=O)OCc4ccccc4)nn23)cc1	-1.3	-14.5
O=C1OC(c2ccc(F)cc2)=N/C1=C/c1ccc2c(c1)OCO2	-4.8	2.0
CCc1onc(C)c1C1CCCN1Cc1cc(OC)c(OC)c(OC)c1 (stereo not drawn)	1.4	-5.2
O=C(NCc1ccccn1)c1ccc(S(=O)(=O)N2CCOCC2)cc1	-1.3	-6.5
COc1ccc(C)cc1NC(=O)c1cc2cc3ccc(C)cc3nc2o1	1.0	-2.0
CN(NC(=O)NC(=O)c1c(Cl)cccc1Cl)c1cccc(F)c1C#N	-1.4	.
O=C1C2C3C=CC(C3)C2C(=O)N1Nc1ccc([N+](=O)[O-])cc1[N+](=O)[O-] (stereo not drawn)	.	-9.8
Cc1ccc(-c2ncc(NC(=O)c3ccc(C)s3)cn2)cc1	-2.3	4.7
Cc1cccc(NC(=O)N2CCC(CCNC(=O)COc3ccc(Cl)cc3)CC2)c1	-0.8	4.4
CN1CCN(C(=O)c2ccccc2N2CCC(NC(=O)CC(C)(C)C)CC2)CC1	-6.1	1.3
CCCN(CCC)S(=O)(=O)c1ccc(C(=O)Nc2ccc3c(c2)COCO3)cc1	-5.8	.
C/C=C(\C)CN1CCN(c2ccccn2)CC1	-0.1	-1.9
CCn1nccc1C(=O)N1CCC(Nc2cccnc2)C1 (stereo not drawn)	-0.6	0.9
O=C(Nc1ccc(N2CCCC2)cc1)c1ccccc1F	-4.8	88.4*
CC(C)c1ccccc1OCC(O)CN(C)C1CCCCC1 (stereo not drawn)	-4.0	1.5
CCCOc1ccc(C(=O)Nc2ccc(C(=O)NCC3OCCc4ccccc43)cc2)cc1 (stereo not drawn)	-4.4	1.0
Cn1nc(-c2nc(-c3ccccc3)no2)c2c1CCN(C(=O)c1cc(F)ccc1F)C2	-0.9	4.4
Clc1ccccc1-c1nnc(-c2ccc3c(c2)OCO3)o1	-1.3	-6.0
NC(N)=NCc1cccc(I)c1	-1.0	.
N#CC1C(=O)NC(=O)C([n+]2ccccc2)C1c1ccc(F)cc1 (stereo not drawn)	-7.0	6.0
C#CCOc1c(Br)cc(/C=C2/SC(=O)N(C)C2=O)cc1OCC	-2.8	9.0
CC(C)NC(=O)C1CCCN(c2nnc3ccc(Cl)cn23)C1 (stereo not drawn)	5.7	0.5
CC(C)CC(=O)N1CCc2ccccc2C1	-4.2	-9.1
COc1cccc(C2C=C(c3ccc(Br)s3)Nc3nnnn32)c1OC (stereo not drawn)	-0.7	14.0
CC(C)c1ccc(NC(=O)C2CCCN(c3cnn(C)c(=O)c3)C2)cc1 (stereo not drawn)	-3.8	25.9
COc1ccccc1C(=O)N1CCCC1c1nc(-c2ccccc2C)no1 (stereo not drawn)	-5.2	-2.8

The list goes on (four carried over from the part before).
SMILES	Pf apPOL inh	mHTT CaM bind
CC(C)CC(=O)N1CCc2ccccc2C1	-4.2	-9.1
COc1cccc(C2C=C(c3ccc(Br)s3)Nc3nnnn32)c1OC (stereo not drawn)	-0.7	14.0
CC(C)c1ccc(NC(=O)C2CCCN(c3cnn(C)c(=O)c3)C2)cc1 (stereo not drawn)	-3.8	25.9
COc1ccccc1C(=O)N1CCCC1c1nc(-c2ccccc2C)no1 (stereo not drawn)	-5.2	-2.8
NS(=O)(=O)c1ccc(CCNc2nnnc3c2cnn3-c2ccccc2)cc1	-7.3	28.2
Cc1ccc(N=C2SC(C(=O)Nc3cccc(Cl)c3)CC(=O)N2C)cc1C (stereo not drawn)	1.5	16.0
Cc1ccc(NC(=O)N2CC3CCCN3c3ccccc32)c(Cl)c1 (stereo not drawn)	-1.4	76.5*
COc1ccc(S(=O)(=O)NCc2ccc3c(c2)OCO3)cc1C(=O)O	-6.1	2.0
O=[N+]([O-])c1ccc2c(c1)OCCOCCOCCO2	-7.9	.
O=C(NCCc1nc2ccccc2[nH]1)c1ccc(Cl)c([N+](=O)[O-])c1	5.9	8.0
CC(C)(C)S(=O)(=O)C(C#N)=Cc1sccc1C1OCCO1	3.8&-4.1	.
Clc1ccccc1Cn1nnc2c(Sc3nnc(-c4ccccc4)n3-c3ccccc3)ncnc21	-1.6	.
CC(NC(=O)N1c2ccccc2Sc2ccccc21)c1ccccc1 (stereo not drawn)	25.2	-11.4
COc1cccc(Nc2cc(C(=O)N3CCCCC3)nc3ccc(OC)cc23)c1	-1.0	2.3
CC(C)C[C@@H](COCc1ccc(Cl)cc1)N1CCN(C(=O)c2ccc(Cl)cc2Cl)CCC1=O	-8.0	86.0*
c1ccc2c(c1)CCCC2C1=NCCN1 (stereo not drawn)	10.4	-3.7&-3.7
CCN(c1ccccc1)S(=O)(=O)c1ccc(C(=O)Nc2cc(C)nn2C(C)C)cc1	-7.0	-1.9
COc1cccc(NC=C2C(=O)OC(C)(C)OC2=O)c1	-5.1&-6.9	-0.6&-4.0
O=C(Nc1c2c(nn1-c1ccc(Cl)cc1)CS(=O)(=O)C2)c1ccc(Br)o1	-3.7	20.0
CCCOc1nnc(-c2ccc(OC)cc2)c2ccccc12	-2.5	-3.0
CC1(C)OC(=O)C(=CNc2cccc(C(=O)O)c2)C(=O)O1	3.3	-2.0
Cc1cccc(OCC(=O)Nc2cccc3c2CCCC3)c1	1.4	-16.1
O=C(CN1N=C(c2ccc(Cl)cc2)CCC1=O)NCc1cccs1	-22.7	14.0
COc1ccc(C(=O)N2CCCC2c2nc(-c3cccc(Cl)c3)no2)cc1 (stereo not drawn)	-2.6	6.5
Cc1ccc(S(=O)(=O)NCCC2=CCCCC2)cc1[N+](=O)[O-]	-2.4	9.9
O=C(NCc1ccccc1F)c1ccc(-c2cccnc2)nc1	-3.4	-1.2
O=C(CN1C(=O)NC2(CCCCC2)C1=O)Nc1ccc(C(F)(F)F)cc1	-5.2	1.0
COc1ccc(Cn2cnc3ccccc32)cc1OC	8.4	0.8
O=C(c1ccncc1)N1CCCCC1c1nc(-c2ccc(F)cc2)no1 (stereo not drawn)	-5.9	4.2
CN(Cc1ccccc1)Cc1ccncc1	-4.4	-2.8
Cc1cccc(N(C(=O)Cn2nnnc2N)C2(C(=O)Nc3c(C)cccc3C)CCCCC2)c1	-4.3	3.0
CCc1nnc(SCC(=O)NC(C)(C)C)nc1CC	-3.9	-2.0
C1=C(CCNCC2CC2)CCCC1	-12.3	-3.5
Cn1c(-c2ccc(S(=O)(=O)O)o2)nc2ccccc21	1.7	-2.7
COc1ccccc1OCCNCCO	-11.2	-6.3
COc1ccccc1NC(=O)NC1(C(F)(F)F)Oc2ccc(Cl)cc2O1 (stereo not drawn)	-1.6	-1.0
Cc1ccccc1C1CCCN1C(=O)Cc1ccc(F)cc1 (stereo not drawn)	0.7	9.8
N#Cc1ccc(C#N)c(-c2ccccc2)c1	-8.9	-16.0
CC(C)Oc1ccc(-c2cc(C(=O)N3CCN(C)CC3)c3ccccc3n2)cc1	-0.2	19.3
c1ccc(C23OC4C5C6CC(C7C6C4C72)C53)cc1 (stereo not drawn)	-3.5	.
CCOc1ccc(/C=C2\N=C(c3ccccc3Cl)OC2=O)cc1	-3.8	8.0
CC1=CC(C)(C)NC(=S)N1c1ccc(C(C)C)cc1	.	0.1
COc1ccc(Br)cc1S(=O)(=O)N(CC(=O)N1CCCCC1)c1ccccc1	-9.0	19.8
Cc1cc(O)cc2c1C(=O)C(=Cc1cccc(Cl)c1)O2	-5.9	4.2
COC(=O)c1ccc(N2C(=O)C3ON(c4ccccc4)C(c4ccco4)C3C2=O)cc1 (stereo not drawn)	-1.4	-3.0
Cc1ccc(CNC(=O)C2CCCN(c3nnc4cccc(C)n34)C2)o1 (stereo not drawn)	3.5	18.5
CCOc1ccc(-n2ccnc(NC(=O)c3cccc(Cl)c3)c2=O)cc1	-0.6	1.4
O=S(=O)(c1ccc2ccccc2c1)N1CCc2ccccc21	.	-5.1
CCOc1ccccc1CNC(=O)CN1C(=O)C2CCCN2C(=O)c2cccc(C)c21 (stereo not drawn)	-7.0	-3.8
O=C(CCN1C(=O)c2cccc([N+](=O)[O-])c2C1=O)Nc1ccc(F)cc1	10.9&-11.1	7.0&1.8
O=C(Nc1c[nH]c(=O)[nH]c1=O)c1ccc2c(c1)C(=O)N(c1ccc([N+](=O)[O-])cc1)C2=O	4.6	-2.0
CC(NC(=O)CCc1ccccc1)C(=O)N1CCN(c2ccccn2)CC1 (stereo not drawn)	3.5	3.0
O=C1C2C3c4ccccc4C(c4ccccc43)C2C(=O)N1c1nc2ccccc2s1 (stereo not drawn)	-5.5	0.1
CCCC12CN3CC(C)(CN(C1)C31CCCCC1)C2=O	5.4	-3.0
Cc1noc(C2CN(C(=O)Nc3cccc(C)c3C)CC23CCOCC3)n1 (stereo not drawn)	4.4	-1.5
O=c1c2c(nc(NCCCO)n1Cc1ccccc1)-c1ccccc1CC21CCCC1	-0.1	31.0
Cc1nc2c(C(=O)NC3CCCCC3C)cnn2c(C)c1Cc1ccccc1Cl (stereo not drawn)	-8.4	24.0
O=C(N1CCN(c2ccccc2Cl)CC1)C1(S(=O)(=O)c2ccc(Cl)cc2)CC1	6.6	0.0
COc1ccc(C2(C(=O)Nc3ccc([N+](=O)[O-])cc3)CCCC2)cc1OC	-19.1	17.5
CC(=O)Nc1ccc(NC(NC(=O)c2cccs2)C(=O)c2ccccc2)cc1 (stereo not drawn)	-4.8	9.0
CC(C)(C)c1ccc(/C=C2\C(=O)Nc3ccc(Br)cc32)cc1	-6.8	90.0*
COc1cc(C(=O)Nc2ccc(Br)cc2)c([N+](=O)[O-])cc1OC	-2.5	-4.6
Cc1ccc(N=C2SC(C(=O)Nc3ccc(C(=O)O)cc3)CC(=O)N2C)cc1C (stereo not drawn)	2.8	6.0
Cc1nc2ccccc2nc1CCl	.	-0.1

(continued)
SMILES	Pf apPOL inh	mHTT CaM bind
CCNc1cc(N2CCCC(CCC(=O)NCc3cccc(Cl)c3)C2)ncn1 (stereo not drawn)	-6.5	8.2
COc1ccc(N2CCN(C(=O)c3ccc(Cl)cc3Cl)CC2)cc1	-1.6	2.6
CS(=O)(=O)N1CCN(c2ccc([N+](=O)[O-])c(NCCOc3ccc(Cl)cc3)c2)CC1	-10.6	15.0
Cc1ccc2c(c1)C(=O)NC1(CCN(C(=O)Cc3ccccc3C)CC1)N2C	-1.2	-4.1
O=C(Nc1ccc(Cl)c(-c2nc3ccccc3[nH]2)c1)c1ccc(Br)o1	-0.8	15.0
O=C(C1=C(O)C(=O)N(CCCN2CCOCC2)C1c1ccccc1F)c1cccs1 (stereo not drawn)	2.0	0.1
COc1ccc(Nc2ncc3c(n2)CCN(Cc2ccc(C)s2)C3)cc1	-6.8	3.8
CCCN1C(=O)Cc2c(C)nc(-c3ccccc3)nc21	-0.5	-17.0
CCCCc1ccc(Nc2nc(N3CCOCC3)nc(N3CCOCC3)n2)cc1	0.6	-5.7
COCCCNC(=O)c1cc2c(=O)n3cccc(C)c3nc2n(C2CCCCC2)c1=N	-5.2	-3.0
CCn1c(SC)nnc1-c1nn(C)c2c1CN(C(=O)COc1ccc(Cl)cc1)CC2	-4.4	-5.4
O=c1n(CCSc2nnnn2-c2ccccc2)nnn1-c1ccccc1	0.0	-5.0
CCC[C@H]1COCCS(=O)(=O)N1Cc1ccc(F)cc1	-7.1	-9.2
CCOc1ccccc1NC(=O)N1CCN(c2cc(OC)nc(OC)n2)CC1	-0.7	-3.7
Fc1ccc(-c2cn3nc4c(nc3n2)[nH]c2ccccc24)cc1	-5.1	9.0

Part of the list above, set out differently:
> O=C(Nc1ccc(Cl)c(-c2nc3ccccc3[nH]2)c1)c1ccc(Br)o1
  Pf apPOL inh: -0.8	mHTT CaM bind: 15.0
> COc1ccc(Nc2ncc3c(n2)CCN(Cc2ccc(C)s2)C3)cc1
  Pf apPOL inh: -6.8	mHTT CaM bind: 3.8
> O=C(C1=C(O)C(=O)N(CCCN2CCOCC2)C1c1ccccc1F)c1cccs1 (stereo not drawn)
  Pf apPOL inh: 2.0	mHTT CaM bind: 0.1
> CCOc1ccccc1NC(=O)N1CCN(c2cc(OC)nc(OC)n2)CC1
  Pf apPOL inh: -0.7	mHTT CaM bind: -3.7

(list continues)
SMILES	Pf apPOL inh	mHTT CaM bind
COc1ccc(C2CC(C(F)(F)F)n3nc(C(=O)Nc4cc(OC)ccc4OC)cc3N2)cc1 (stereo not drawn)	-5.9	18.0
Cc1cccc(-n2ncc(Cl)c(Cl)c2=O)c1	-3.6	-1.6
O=C(Nc1cc(Cl)cc(Cl)c1)c1ccc([N+](=O)[O-])cc1	-1.1	3.1
Cc1cc(C)cc(NC(=O)C2CCCN(c3cc(=O)n(C)c(=O)n3C)C2)c1 (stereo not drawn)	2.0	24.3
CCC(=O)NCc1nc2c(n1C)CN(S(=O)(=O)c1cnn(CC)c1)CC2	-5.3	7.0
O=C(CCS(=O)(=O)c1ccccc1)Nc1cc(-c2ccccc2)nn1CCO	-12.6	-15.4
Nc1ncnc(NCCO)c1[N+](=O)[O-]	-2.1	-2.6
COc1ccc(Cl)cc1-c1nc(C=Nc2ccc(Br)cc2)c(O)o1	0.7	11.0
CC(=O)C1=C(O)C(=O)N(CCCN2CCOCC2)C1c1ccccc1[N+](=O)[O-] (stereo not drawn)	-4.4	-1.2
